TRPC4 block: TRPC4 (mouse) channel inhibition; B-score at 10 µM; Q9QUQ5; HEK293 TRPC4beta/mu-opioid, DAMGO-evoked Fluo4 calcium flux; active compounds read low; actives 0.39% (n = 300,000);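 active = B-score over 3 SD under the library average, no early fluorescence shift, positive overall ratio signal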
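Assay system – HEK293 line stably carrying TRPC4beta and mu-opioid receptor · Doses – single dose · Detection – Fluo4 calcium-dye fluorescence, kinetic read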
Platelet DG rel: modulates dense granule release in human platelets; human platelet-rich plasma, SFLLRN dense granule ATP release, luminescence; inhibition, %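 (compounds screened at 7.5 µM in platelet-rich plasma)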; actives 0.22% (n = 300,000); AID 1663;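 active = mean replicate score, as percent of positive control, at or above 50; inconclusive = mean below 50 but at least one replicate at or above 50; inactive = mean and every replicate below 50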
RGS4 inh: human RGS4 inhibition | actives 0.45% (n = 310,000) | AID 463165 | HEK293 M3R/RGS4 inducible, Fluo-4 calcium flux; active compounds read high; triggered by carbachol at its EC20 | B-score at 10 µM;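 active = B-score, a plate-corrected calcium signal, over three deviations above library mean, with baseline fluorescence within five deviations of library mean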;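 also: RGS4 expression induced by doxycycline in cells with stable M3 receptor; B-score is computed from the integrated fluorescence ratio over baseline after carbachol; higher B-score means a larger calcium signal and so more RGS4 inhibition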
Target sequence (P49798 whole entry, looked up): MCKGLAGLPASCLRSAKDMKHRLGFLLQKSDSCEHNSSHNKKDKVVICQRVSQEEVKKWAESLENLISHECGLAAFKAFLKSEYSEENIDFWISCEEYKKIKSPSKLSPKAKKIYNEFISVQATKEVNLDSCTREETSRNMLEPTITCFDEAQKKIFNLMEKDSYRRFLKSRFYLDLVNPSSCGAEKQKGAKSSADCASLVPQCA
MrgX1 antagonist: human MrgX1 receptor antagonism, primary screen. MRGX1-HEK293 calcium flux, Fluo-4, BAM8-22 antagonism; active compounds read low. B-score at 10 µM. actives 1.3% (n = 310,000);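 active = calcium-response B-score plate-corrected more than 3 library SD below zero, starting fluorescence within 5 deviations, no agonist response on first addition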;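 also: peak minus trough fluorescence over baseline after final BAM8-22 challenge near maximal dose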
Target sequence (Q96LB2 whole entry, looked up): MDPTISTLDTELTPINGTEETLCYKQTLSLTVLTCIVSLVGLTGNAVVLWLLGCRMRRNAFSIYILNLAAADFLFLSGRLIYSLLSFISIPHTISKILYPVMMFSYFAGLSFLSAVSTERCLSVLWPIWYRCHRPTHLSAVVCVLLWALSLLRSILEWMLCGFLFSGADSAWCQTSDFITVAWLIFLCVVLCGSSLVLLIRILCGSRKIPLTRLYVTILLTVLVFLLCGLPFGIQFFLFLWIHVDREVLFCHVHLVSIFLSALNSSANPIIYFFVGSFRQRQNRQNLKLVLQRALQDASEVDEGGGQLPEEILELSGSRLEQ
TRPC6 inhibitor: mouse TRPC6 channel inhibition | B-score at 10 µM | actives 1.1% (n = 310,000) | HEK293-TRPC6, membrane potential dye, ACh-evoked depolarization; active compounds read low | Q61143;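 active = B-score under library mean minus 3 SD, initial fluorescence not abnormally high, positive integrated signal ratio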;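 also: B-score derived from integrated fluorescence ratio over the kinetic read; more negative B-score means stronger inhibition of depolarization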
RGS4 pot: potentiators or activators of RGS4. HEK293 M3R/inducible RGS4, carbachol calcium flux Fluo4; active compounds read low. B-score at 10 µM. actives 0.92% (n = 310,000). AID 463111;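 active = B-score of the integrated calcium signal more than 4 SD below the library mean, with starting fluorescence not abnormally high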;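 also: negative B-score means reduced calcium response which marks RGS4 activation or potentiation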
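test system = M3R-expressing HEK293 line, RGS4 induced by doxycycline | probe or stimulus = carbachol at ECmax as muscarinic agonist stimulus | timing = dye loading 30 min 37 °C, buffer rest 30 min RT | signal = calcium dye Fluo4 fluorescence | evaluation = B score from integrated fluorescence ratio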
MrgX1 PAM: allosterically activates human MrgX1 receptor signaling. MrgX1-HEK293, Fluo-4 calcium flux, FDSS; active compounds read high. actives 0.63% (n = 310,000). B-score at 10 µM. Q96LB2. AID 588675;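 active = plate-corrected calcium response at least 3 library SD above typical, normal starting fluorescence, not activating the receptor alone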;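 also: compound read alongside a low EC10 to EC30 dose of BAM8-22 agonist; peak minus trough fluorescence over baseline measured at the second addition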
SKKanGAS inh: inhibitors of SKKanGAS S. pyogenes growth in kanamycin (SK-promoter or general growth effect); BacTiter-Glo, 6 h; inhibition, % at 7.5 µM; actives 1.3% (n = 300,000);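 active = mean replicate score, as percent of positive control median, at least 50; inconclusive = mean below 50 but one replicate at or above 50; inactive = mean and every replicate below 50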;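 also: strain carries kanamycin resistance gene driven by streptokinase promoter and grows in 40 µg/ml kanamycin; loss of luminescence reflects streptokinase promoter inhibition or plain growth inhibition; 0% = median of DMSO wells and 100% = positive control at its reference dose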
TRPC6 act: activators of mouse TRPC6 channel; Q61143; B-score at 10 µM; actives 0.13% (n = 310,000); HEK293-TRPC6 membrane potential dye fluorescence; active compounds read high; AID 2550;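 active = B-score of the integrated fluorescence ratio above library mean plus 3 SD, and starting fluorescence ratio within library mean plus 5 SD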;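 also: higher score means more depolarization so channel activation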
MrgX1 agonist: human MrgX1 receptor agonism, primary screen; MrgX1-HEK293 cells, Fluo-4 calcium fluorescence, agonist mode; active compounds read high; B-score at 10 µM; actives 0.44% (n = 310,000); Q96LB2;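 active = calcium response B-score plate-corrected fluorescence ratio at least 3 library SD, with starting fluorescence B-score inside 5 SD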
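Material – MrgX1-expressing HEK293 cells · Input – 15,000 cells seeded per well · Dosing – compound as first of three additions · Times – overnight seeding, then 1 h dark dye loading · Measured by – kinetic Fluo-4 NW fluorescence of intracellular calcium · Read-out – B-scored fluorescence response ratio · Benchmarks – positive and negative control wells on each plate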
HIF activator: HIF pathway transcriptional activation. U2OS HRE-luciferase reporter, luminescence; normalized: DMSO 0%, desferrioxamine 100%. activation, % at 7.5 µM (by protocol). actives 0.32% (n = 300,000);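 active = mean activation of at least 10% of the iron chelator positive control signal, with at least half of replicates also reaching 10%; inconclusive = mean and replicate majority disagree about reaching 10%; inactive = mean and most replicates under 10%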
The depositor's hits bear a star; i = inactive; ? = inconclusive; / = not tested or not shown. The order is random; overall some 6.1% were active at least once.

mol	TRPC4 block	Platelet DG rel	RGS4 inh	MrgX1 antagonist	TRPC6 inhibitor	RGS4 pot	MrgX1 PAM	SKKanGAS inh	TRPC6 act	MrgX1 agonist	HIF activator
O=c1c2ccccc2nnn1CSc1nnc(Nc2ccccc2)s1	i	-3	i	i	i	i	i	0	i	i	1.2
Cc1onc(-c2ccccc2Cl)c1C(O)c1ccc(F)cc1 (centres undefined)	i	-24	i	i	i	i	i	11	i	i	1.6
Nc1nc(SCC(=O)NC2CCCCC2)[nH]c(=O)c1-c1ccccc1	i	-3	i	i	i	i	i	3	i	i	-0.3
COc1ccc(-c2c[n+]3c4n2CCCCC4=C(c2ccc(Br)cc2)C3)cc1	i	2	i	i	i	i	i	15	i	i	-0.1
CCn1nc(C)c(CN2CCN(Cc3cccc(OC)c3)C(CCO)C2)c1C (centres undefined)	i	7	i	i	i	i	i	1	i	i	0.2
CCCCCNCc1ccc(OCc2ccc(Cl)nc2)c(OC)c1	i	-6	i	i	i	i	i	-14	i	i	-0.3
O=C1NN(c2cccc(Br)c2)C(=O)/C1=C/c1cccs1	i	5	i	i	i	i	i	-2	i	30*	-0.7
O=C(Nc1ccc(F)cc1)Nc1sccc1-c1nc2ccccc2s1	i	18	i	i	i	i	i	4	i	i	-1.4
Cc1cc(C)cc(C(=O)Nc2ccc(NC(=O)Cc3ccccc3)cc2)c1	i	-20	i	i	i	i	i	-17	i	i	-5.9
CC(=O)Oc1ccc(-c2csnn2)cc1	i	-1	i	i	i	i	i	5	i	i	0.0
Cn1c(C(C#N)C(=O)Cc2cccc3ccccc23)nc2ccccc21 (centres undefined)	i	-1	i	i	i	i	i	13	i	i	-0.4
CCOc1ccc(CCNC(=O)COC(=O)c2cccnc2SC)cc1OCC	i	-3	i	i	i	i	i	-5	i	i	-2.8
CN(C(=O)CSc1nnc(Cc2ccccc2F)n1N)C1CCS(=O)(=O)C1 (centres undefined)	i	6	i	i	i	i	i	5	i	i	0.1
Cc1nc2sccn2c(=O)c1S(=O)(=O)N1CCN(c2cccc(Cl)c2)CC1	i	54*	i	i	i	i	i	-3	i	i	-0.2
CC(=O)N1N=C(c2ccc3ccccc3c2)OC12CCCC2	i	-13	i	i	i	i	i	-3	i	i	-0.3
N#CC1=C(SCC(=O)NC2CC2)NC(=O)C(C#N)C12CCCCC2 (centres undefined)	i	-1	i	i	i	i	i	-1	i	i	-0.1
COc1ccc(NCc2cccnc2)cc1	i	-2	i	i	i	i	i	-6	i	i	-17
O=C(CNC(=O)c1ccc(Br)cc1)c1ccc(Br)cc1	i	11	i	i	i	i	i	-3	i	i	0.0
O=C(O)C1Oc2cc3ccccc3cc2O1	i	-2	i	i	i	i	i	-4	i	i	0.5
CCn1c(CCNC(=O)c2cccs2)nnc1SCC(=O)c1ccc(OC)cc1	i	15	i	i	i	i	i	4	i	i	0.5
CN(C)CCn1c(=O)n(C2CCCCC2)c(=O)c2c3c(sc21)CCCCC3	i	3	i	i	i	i	i	-5	i	i	0.3
CCCCn1c(=O)[nH]c2nc3cc(NC(C)=O)ccc3nc2c1=O	i	2	i	i	i	i	i	-3	i	i	-0.1
CC(C)C[C@H](NC(=O)c1[nH]cnc1C(=O)N[C@@H](C)C(=O)OCc1ccccc1)C(=O)OC(C)(C)C	i	0	i	i	-5.8*	i	i	20	i	i	2.7
COC(=O)Oc1c(Br)c(=O)oc2ccccc12	i	-1	i	i	i	i	i	-1	i	i	0.0
O=C1c2ccc(Oc3cccc([N+](=O)[O-])c3)cc2C(=O)N1c1ccccn1	i	2	i	i	i	i	i	4	i	i	-0.8
COc1ccc(NC(C)=O)cc1NC(=O)CSc1nnc(-c2ccccc2)n1N	i	3	i	i	i	i	i	1	i	i	-0.2
COc1ccc(NC(=O)C(c2cc3c(cc2[N+](=O)[O-])OCO3)N(C)c2ccccc2)cc1 (centres undefined)	i	12	i	i	i	i	i	0	i	i	0.7
C=CCc1cc(/C=N\NC(=O)CSc2nnc(CCCc3ccc(OC)c(C)c3)o2)cc(OC)c1O	i	-14	i	i	i	i	i	4	i	i	-0.1
Cc1cc(NC(=O)c2cnn3cccnc23)n(-c2ccccc2)n1	i	-2	i	i	i	i	i	2	i	i	0.2
C#CCN1C(=O)C(O)(CC(=O)/C=C/c2ccco2)c2ccccc21 (centres undefined)	i	14	i	i	i	i	i	-2	i	i	-0.1
Cc1ccc(-c2nn(-c3ccccc3)cc2/C=N/n2c(-c3cccs3)n[nH]c2=S)cc1	i	-7	i	i	i	i	i	55*	i	i	1.2
COc1cc(C)nc2nc(SCc3ccccc3)nn12	i	2	i	i	i	i	i	-2	i	i	-7.3
Nc1ccc(Br)c2cccnc12	i	-7	i	i	i	i	i	17	i	i	0.2
Cc1ccc2c(c1)C1(OCCCO1)C(=O)N2CC#N	i	5	i	i	i	i	i	3	i	i	-15
Cc1ccc(C(=O)Cn2nnc(-c3ccccc3-n3cnnn3)n2)cc1	i	10	i	i	i	i	i	5	i	i	-0.1
CC(=O)n1cc([C@H]2C=C(C(=O)N3CCOCC3)O[C@@H](OCCCCO)C2)c2ccccc21	i	-2	i	i	i	i	i	-5	i	i	0.9
COc1ccc(C(=O)NC(=S)Nc2cccc(S(=O)(=O)N3CCOCC3)c2)cc1	i	14	i	i	i	i	i	-4	i	i	-0.2
COc1ccc(C(=O)Nc2ccc3c(c2)C(=O)N(C)C3=O)cc1OC	i	31	i	i	i	i	i	1	i	i	-0.9
COc1ccc2nc(NC(=O)Cn3cnc4c(=O)n(C)c(=O)n(C)c43)sc2c1	i	0	i	i	i	i	i	4	i	i	-0.1
CC1CN(C(=O)/C=C/c2ccc(SC(F)F)cc2)CC(C)O1 (centres undefined)	i	0	i	i	i	i	i	-2	i	i	-0.5
NC(=O)C1CCN(C(=O)C(=O)c2cn(CC(=O)N3CCCC3)c3ccccc23)CC1	i	-6	i	i	i	i	i	3	i	i	-0.3
CC1=C(C(=O)Nc2ccccc2)C(c2ccco2)n2ncnc2N1 (centres undefined)	i	8	i	i	i	i	i	5	i	i	-0.4
CCOc1ccc(C(=O)Oc2cc(C)[nH]c(=O)c2[N+](=O)[O-])cc1	i	4	i	i	i	i	i	-4	i	i	-0.2
CNC(=O)CSc1nnc(-c2ccc3c(c2)OCO3)n1C	i	3	i	i	i	i	i	10	i	i	-0.3
Cc1ccc(NC(=S)NNC(=S)NCc2ccccc2)cc1	i	-4	i	i	i	i	i	3	i	i	0.8
COc1ccc(/C=C/C(=O)c2ccc(O)cc2)cc1	i	11	i	i	i	i	i	3	i	i	2.2
COc1ccc(CCNC(=O)C(C)OC(=O)c2ccco2)cc1OC (centres undefined)	i	-3	i	i	i	i	i	-7	i	i	-0.4
O=[N+]([O-])c1ccc2[nH]c(O)c(N=Nc3ccc(F)cc3)c2c1	i	-2	i	i	i	i	i	6	i	i	-12
O=C(CN1C(=O)CC(c2ccccc2)=Nc2ccccc21)NCc1ccccc1	i	-17	i	i	i	i	i	3	i	i	-0.1
COc1ccc(CCNC(=O)CNS(=O)(=O)c2ccc(Cl)cc2)cc1	i	1	i	i	i	i	i	-6	i	i	-0.2
Cc1cc(-c2ccccc2)c(C#N)c(=S)[nH]1	i	-22	i	i	i	i	i	6	i	i	1.0
CCCOC(=O)c1ccc(NC(=O)CCOc2ccccc2)cc1	i	1	i	i	i	i	i	4	i	i	-0.9
C=CCNC(=O)C1CC(=O)N(c2ccc(OCC(=O)Nc3ccc(OC)cc3)cc2)C1 (centres undefined)	i	-8	i	i	i	i	i	-3	i	i	0.0
N/C(CCS(=O)(=O)c1ccc(Cl)cc1)=N\OC(=O)c1ccc(Cl)cc1	i	1	i	i	i	i	i	-5	i	i	0.1
CCOc1ccccc1NC(=O)Cn1nnc(C(=O)NCc2cccs2)c1N	i	0	i	i	i	i	i	0	i	i	1.3
CS(=O)(=O)Nc1ccc(C(=O)N2CC(=O)Nc3ccccc32)cc1	i	18	i	i	i	i	i	2	i	i	-0.2
O=C(Nc1c(C(=O)O)[nH]c2ccccc12)c1cccc(C(F)(F)F)c1	i	5	i	i	i	i	i	1	i	i	0.0
CCOCCCNC(=O)c1ccc(Cn2c(=S)[nH]c3c([nH]c4ccc(OC)cc43)c2=O)cc1	i	2	i	i	i	i	i	1	i	i	0.6
O=C(NCCc1csc(-c2cccnc2)n1)c1cccs1	i	?	i	i	i	i	i	-4	i	i	0.2
COc1ccc2c(c1)CC(C(=O)Nc1ccc(Cl)cc1)/C(=N/O)O2 (centres undefined)	i	-1	i	i	i	i	i	-3	i	i	0.2

Remaining list, next part
mol	TRPC4 block	Platelet DG rel	RGS4 inh	MrgX1 antagonist	TRPC6 inhibitor	RGS4 pot	MrgX1 PAM	SKKanGAS inh	TRPC6 act	MrgX1 agonist	HIF activator
OCC[C@@H]1C[C@@H](O)[C@H](O)[C@]2(CCCc3ccccc3O2)O1	i	-7	i	i	i	i	i	6	i	i	-0.8
CC1CN=C(NC(=O)c2cccc([N+](=O)[O-])c2)S1 (centres undefined)	i	10	i	i	i	i	i	3	i	i	2.6
COc1ccc(NS(=O)(=O)c2ccc(O)c(C(=O)OCC(=O)N3CC(C)OC(C)C3)c2)cc1 (centres undefined)	i	5	i	i	i	i	i	9	i	i	0.0
Cc1ccc(CS(=O)(=O)Cc2ccc(C(=O)NCCc3ccccc3)o2)cc1	i	-5	i	i	i	i	i	-3	i	i	-0.5
CCOc1ccc(C(=O)NCC2CCN(CC3CCCCC3)CC2)cc1	i	4	i	/	i	i	/	-4	i	/	-0.8
